Screening results as filed in PubChem BioAssay.
RXFP1 agonist = RXFP1 (human) receptor agonism; AID 2676; Q9HBX9; HEK293T-RXFP1 cAMP TR-FRET, 30 min; response scale: percent of porcine relaxin response, buffer zero; 370,000 compounds, 0.3% hits; Potency, µM (highest dose often 57.5 µM), for inactives: top-dose activation, usual class: activators; note: potency is the fitted concentration of half-maximal effect; % is set by controls: 0 for no effect and ±100 for the full control effect; nearly all actives have a fitted effect of over 60% in size; many of its hits are not listed in these tables
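cAMP rise read by TR-FRET after 30 min, 37C compound exposure (up to 58 uM) in RXFP1-transfected HEK293 cells with Ro 20174 present. EC50 from Hill-equation fits, with 29 nM porcine relaxin as 100% and buffer as basal.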
Vif-A3G inh = blocks the Vif interaction with human APOBEC3G; Q9HC16; HeLa A3G-eYFP + Vif (tagged APOBEC3G with the HIV-1 protein that degrades it), YFP fluorescence, overnight; Potency, µM (highest dose often 46.1 µM), for inactives: top-dose activity, negative = active, hits mostly inhibitors; 410,000 compounds, 0.076% hits;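 note: potency is the fitted concentration of half-maximal effect; % is set by controls: 0 for no effect and ±100 for the full control effect; nearly all actives have a fitted effect of over 60% in size; hits raise eYFP signal because A3G escapes Vif-driven loss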
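Read-out is eYFP fluorescence (Ex 488/Em 500-530) from Vif-expressing HeLa A3G-eYFP cells; more signal means A3G escaped Vif-mediated degradation. Cells plated overnight, compound pinned in, incubated overnight at 37 deg C.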
D1 ag = human D1 receptor agonism. AID 504660. 360,000 compounds, 1% hits. HEK293 T-REx D1 cells, calcium flux, agonist mode. activation, % at 2 µM; in the data active = activation above about 30%; note: 0% is about no effect
Target sequence (P21728 whole entry, looked up): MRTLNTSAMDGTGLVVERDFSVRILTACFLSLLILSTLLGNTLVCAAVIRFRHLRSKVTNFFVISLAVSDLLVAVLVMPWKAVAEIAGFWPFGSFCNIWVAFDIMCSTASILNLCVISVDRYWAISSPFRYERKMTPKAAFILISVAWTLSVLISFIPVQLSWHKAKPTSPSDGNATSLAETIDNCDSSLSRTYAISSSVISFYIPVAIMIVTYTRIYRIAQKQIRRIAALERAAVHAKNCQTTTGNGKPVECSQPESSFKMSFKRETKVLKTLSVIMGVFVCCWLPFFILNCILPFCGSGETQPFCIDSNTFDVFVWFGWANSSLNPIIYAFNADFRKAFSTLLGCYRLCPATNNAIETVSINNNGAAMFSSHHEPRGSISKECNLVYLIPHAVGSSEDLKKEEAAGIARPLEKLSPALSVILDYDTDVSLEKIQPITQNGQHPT
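Inducible HEK293 T-REx D1 cells, force-coupled to calcium signalling, were plated at 4000 cells/well with tetracycline and held overnight at 30 C. After no-wash calcium dye loading, compound-evoked calcium rise over 180 s flagged agonists.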
Vif-A3F inh = blocks the Vif interaction with APOBEC3F. Potency, µM (top dose mostly 46.1 µM), without a hit: at the top dose activity, negative = active. 390,000 compounds, 0.2% hits. HeLa A3F-eYFP + Vif (tagged APOBEC3F with the HIV-1 protein that degrades it), YFP fluorescence increase; note: potency is the fitted concentration of half-maximal effect; % of control where 0% means no effect; nearly all actives have a fitted effect of over 65% in size
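HeLa cells stably expressing A3F-eYFP plus Vif, plated and incubated overnight at 37 deg C, then exposed to compounds overnight at 37 deg C. Blocked degradation read as raised yellow fluorescence (Ex 488/Em 500-530).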
LDHA inh = inhibitors of human lactate dehydrogenase A; P00338; activity change, % (values are at about 110 or 230 µM); purified LDHA, NADH/diaphorase-resazurin fluorescence; hits give low values; 480,000 compounds, 0.15% hits; in the data active = activity change below about -30%;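 note: plate controls were DMSO wells for no effect and wells without enzyme for full effect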
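Human LDH5 at 2 nM final in Tris HCl pH 7.4 with 0.06 mM NADH and 0.2 mM pyruvate, reacted 5 minutes at room temperature. Remaining NADH coupled via diaphorase/resazurin; resorufin fluorescence read at 0 and 20 minutes, normalized to enzyme-free and DMSO wells.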
D1 antag = human D1 dopamine receptor antagonism; P21728; HEK293 TREx D1 cells, calcium flux, dopamine EC80; hits give low values; activity change, negative = inhibition, % at 10 µM; 360,000 compounds, 3.2% hits; AID 504652; in the data active = activity change below about -30%; note: % is set by controls: 0 for no effect and ±100 for the full control effect
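Tetracycline-induced HEK293 T-REx cells with force-coupled D1 receptor were loaded with a no-wash calcium dye. Compound was added after a 10 s baseline and read kinetically for 180 s; EC80 dopamine was then added and calcium flux followed another 180 s.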
D2 potentiator = positive allosteric modulators of human D2 dopamine receptor; HEK293 T-REx D2, calcium flux, EC20 dopamine potentiation; P14416; potentiation, % at 10 µM; 340,000 compounds, 0.34% hits;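 active = potentiation over 3 SD above the plate norm, cut at about 30% in these data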; note: 0% is about no effect
Target sequence (P14416 whole entry, looked up): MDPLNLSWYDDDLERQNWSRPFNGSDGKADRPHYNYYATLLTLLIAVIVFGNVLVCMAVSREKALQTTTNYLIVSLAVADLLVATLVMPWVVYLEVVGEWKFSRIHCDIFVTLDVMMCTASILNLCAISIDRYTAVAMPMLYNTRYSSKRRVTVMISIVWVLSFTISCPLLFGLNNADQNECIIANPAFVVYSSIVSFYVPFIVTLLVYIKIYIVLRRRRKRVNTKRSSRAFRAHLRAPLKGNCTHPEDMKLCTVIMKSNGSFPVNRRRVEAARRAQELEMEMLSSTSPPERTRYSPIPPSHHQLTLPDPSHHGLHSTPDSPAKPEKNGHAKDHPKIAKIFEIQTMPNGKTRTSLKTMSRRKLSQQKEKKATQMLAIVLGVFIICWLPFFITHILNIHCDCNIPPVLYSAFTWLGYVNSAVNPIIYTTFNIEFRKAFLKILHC
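Calcium flux readout, no-wash dye, 1 read/s. Inducible HEK293 Trex D2 line, overnight 30 C. Compound alone 180 s (agonist flags), then EC20 dopamine, another 180 s to score potentiation.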
D1 potentiator = potentiators of human D1 dopamine receptor | HEK293 TREx D1 cells, calcium flux, dopamine EC20 potentiation | AID 504651 | P21728 | potentiation, % at 10 µM | 360,000 compounds, 0.036% hits; in the data active = potentiation above about 30%; note: 0% is about no effect
Glioma ERSR ind = inducers of ER stress response in human glioma cells. U87-MG GRP78 promoter luciferase reporter, 16 h. Potency, µM, for inactives: at the top dose activation, actives largely listed as activators. 420,000 compounds, 0.02% hits. AID 602332; note: potency is the fitted concentration of half-maximal effect; series mostly up to about 76 µM; % of control where 0% means no effect; nearly all actives have a fitted effect of over 35% in size
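Stably transfected U87-MG human glioma cells carrying a GRP78-based luminescent sensor were seeded at 1000 cells/well, pin-dosed with compounds and incubated 16 h. Luciferase reagent was then added, and end-point luminescence was read after 10 min at room temperature.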
The depositor's hits bear a star; & = joins results of further samples. Unless noted, calls come from the whole dose curve; as a rule, active = well fitted curve in the direction sought with a large enough effect; inconclusive = small, poorly fitted or top-dose-only effect, or another doubt; inactive = no such curve, though single readings can be large; an effect the other way counts as inactive or inconclusive. Not all compounds are listed; the hit share may differ from the screen's.

`COc1cc([N+](=O)[O-])ccc1NC(=O)/C=C\C(=O)O` gave RXFP1 agonist 2.1%, Vif-A3G inh 0%, D1 ag 2, Vif-A3F inh 2%, LDHA inh -6, D1 antag 8, D2 potentiator -12, D1 potentiator -1 and Glioma ERSR ind -3%.
For COc1ccc(-c2cc(C)nc3c(-c4ccccc4)cnn23)cc1 the results were RXFP1 agonist -1.2%, Vif-A3G inh -8%, D1 ag 5, Vif-A3F inh 6%, LDHA inh -1, D1 antag -5, D2 potentiator -7, D1 potentiator -4 and Glioma ERSR ind -3%.
`C=CCn1c(C)cc(C2=NNC(=NC(C)(C)C)SC2)c1C` gave RXFP1 agonist -1.2%, Vif-A3G inh 0%, D1 ag 4, Vif-A3F inh 2%, LDHA inh -5, D1 antag -12, D2 potentiator 8, D1 potentiator -14 and Glioma ERSR ind -13%.
`COc1ccccc1NS(=O)(=O)c1cccc(C(=O)NCC2(N3CCCCC3)CCCCC2)c1` gave Vif-A3G inh -3%, Vif-A3F inh 0%, LDHA inh -2 and Glioma ERSR ind -4%.
`O=C1OCc2ccc(NC(=O)c3sccc3Cl)cc21` gave RXFP1 agonist 0.0%, Vif-A3G inh 5%, D1 ag 3, Vif-A3F inh -1%, LDHA inh -8, D1 antag -5, D2 potentiator 2, D1 potentiator 0 and Glioma ERSR ind 0%.
`COc1ccc(C(OC(=O)c2ccco2)C(=O)NC2CCCC2)cc1OC` (centres undefined) gave RXFP1 agonist 2.8%, Vif-A3G inh 0%, D1 ag -3, Vif-A3F inh 4%, LDHA inh -2, D1 antag -2, D2 potentiator 0, D1 potentiator -2 and Glioma ERSR ind -5%.
`CC(C)CN1CCC(C(=O)NCC2CCCO2)CC1` (centres undefined) gave RXFP1 agonist 0.0%, Vif-A3G inh 1%, D1 ag 3, Vif-A3F inh -2%, LDHA inh -21, D1 antag -3, D2 potentiator -3, D1 potentiator 7 and Glioma ERSR ind -4%.
Screening CC(C)OP(=O)(OC(C)C)C(O)c1cccc([N+](=O)[O-])c1 (centres undefined) returned RXFP1 agonist -0.5%, Vif-A3G inh 0%, D1 ag 3, Vif-A3F inh 18%, LDHA inh 0, D1 antag -3, D2 potentiator 5, D1 potentiator 1 and Glioma ERSR ind -1%.
Screening CCCCc1nc2cc(C(=O)N3CCCC3)ccc2o1 returned RXFP1 agonist 0.1%, Vif-A3G inh 1%, D1 ag -1, Vif-A3F inh 6%, LDHA inh -5, D1 antag -16, D2 potentiator 4, D1 potentiator 2 and Glioma ERSR ind 3%.
Cc1ccc(CSCCNC(=O)c2ccc(NS(C)(=O)=O)cc2)cc1 was read as RXFP1 agonist -0.9%, Vif-A3G inh 3%, D1 ag 3, Vif-A3F inh -27%, LDHA inh -6, D1 antag 0, D2 potentiator -5, D1 potentiator -2 and Glioma ERSR ind -3%.
For CCc1cccc(-n2nnc(-c3nc(-c4cccs4)no3)c2N)c1 the results were RXFP1 agonist 0.4%, Vif-A3G inh 2%, D1 ag 5, Vif-A3F inh -5%, LDHA inh -11, D1 antag 13, D2 potentiator 2, D1 potentiator -1 and Glioma ERSR ind -1%.
Screening Cc1ccc(SCc2nc(-c3ccncc3)no2)cc1 returned RXFP1 agonist 0.2%, Vif-A3G inh 0%, D1 ag 7, Vif-A3F inh -2%, LDHA inh -3, D1 antag -8, D2 potentiator 13, D1 potentiator -1 and Glioma ERSR ind 0%.
Cc1c(N=NC2=C(O)CCCC2=O)c(=O)n(-c2ccccc2)n1C was read as RXFP1 agonist 0.7%, Vif-A3G inh 4%, D1 ag 3, Vif-A3F inh -1%, LDHA inh 15, D1 antag -1, D2 potentiator -2, D1 potentiator 0 and Glioma ERSR ind -6%.
CC/C(=N\NC(=O)c1nnn(-c2nonc2N)c1-c1cccc(OC)c1)c1ccc(C)cc1 was read as RXFP1 agonist 0.6%, Vif-A3G inh 1%, D1 ag 0, Vif-A3F inh 2%, LDHA inh -10, D1 antag -2, D2 potentiator 17, D1 potentiator 5 and Glioma ERSR ind 4%.
`CCOCCCNC(=O)c1cn(CC)c2ccc(S(=O)(=O)N3CCOCC3)cc2c1=O` gave RXFP1 agonist 5.5%&5.2%, Vif-A3G inh -6%&-1%, D1 ag 4&2, Vif-A3F inh -16%&-4%, LDHA inh -10&-3, D1 antag -10&6, D2 potentiator 9, D1 potentiator -1&2 and Glioma ERSR ind -3%&-3%.
Screening C=CCn1c(=N)c(C(=O)OCC)cc2c(=O)n3cc(C)ccc3nc21 returned RXFP1 agonist 2.1%, D1 ag 3, D1 antag 3, D2 potentiator -1 and D1 potentiator -7.
Screening c1ccc(-n2ncc(-c3nn[nH]n3)n2)cc1 returned RXFP1 agonist -0.6%, Vif-A3G inh 1%, D1 ag 3, Vif-A3F inh -7%, LDHA inh -6, D1 antag -6, D2 potentiator 7, D1 potentiator -1 and Glioma ERSR ind -1%.
CCNCCNc1ccc(Cl)cc1[N+](=O)[O-] was read as Vif-A3G inh 0%, Vif-A3F inh -5%, LDHA inh 0 and Glioma ERSR ind -5%.
For CC(=O)NC(Cc1cccc(F)c1)C(=O)NC1CCN(c2nnnn2-c2ccccc2)CC1 (centres undefined) the results were RXFP1 agonist 1.3%, Vif-A3G inh 0%, D1 ag 5, Vif-A3F inh 4%, LDHA inh -8, D1 antag -2, D2 potentiator -3, D1 potentiator -2 and Glioma ERSR ind -3%.
For Cn1c(SCC(=O)Nc2cccnc2)nnc1-c1ccccc1F the results were RXFP1 agonist 4.4%, Vif-A3G inh -1%, D1 ag 6, Vif-A3F inh -9%, LDHA inh -8, D1 antag 1, D2 potentiator 9, D1 potentiator -1 and Glioma ERSR ind 1%.
Screening O=S(=O)(Nc1cccc(Cl)c1)c1ccc2[nH]c3c(c2c1)CCCCCC3 returned RXFP1 agonist -1.9%, Vif-A3G inh -6%, D1 ag 1, Vif-A3F inh 4%, LDHA inh -6, D1 antag 23, D2 potentiator 0, D1 potentiator -1 and Glioma ERSR ind -10%.
Screening CCN(CC)C(=O)[C@H]1CC(CC(=O)NC(C)(C)C)C(=O)N2CCc3c([nH]c4ccc(OC)cc34)[C@]12C (some centres undefined) returned Vif-A3G inh 0%, Vif-A3F inh 0%, LDHA inh 3 and Glioma ERSR ind -1%.
`O=C(O)C1C2C=CC(C2)C1C(=O)NCc1cccs1` (centres undefined) gave RXFP1 agonist 1.3%, Vif-A3G inh 4%, D1 ag 2, Vif-A3F inh 12%, LDHA inh -1, D1 antag -3, D1 potentiator 4 and Glioma ERSR ind 0%.
Screening CCC(C)(C)NC(=O)CN(C(=O)c1snc(C(N)=O)c1N)c1ccc(OC)c(OC)c1 returned RXFP1 agonist -0.1%, Vif-A3G inh 5%, D1 ag 0, Vif-A3F inh 15%, LDHA inh -6, D1 antag -2, D2 potentiator 6, D1 potentiator -4 and Glioma ERSR ind 1%.
Screening COC(=O)CNC(=O)C1Cc2ccccc2CN1S(=O)(=O)c1cccs1 (centres undefined) returned RXFP1 agonist 1.6%, Vif-A3G inh 1%, D1 ag 1, Vif-A3F inh -7%, LDHA inh -6, D1 antag -10, D2 potentiator 11, D1 potentiator 8 and Glioma ERSR ind 2%.
Screening CCOc1ncccc1C(=O)OCC(=O)c1ccc(C)c(C)c1 returned RXFP1 agonist 0.6%, Vif-A3G inh 3%, D1 ag 3, Vif-A3F inh -6%, LDHA inh 1, D1 antag -2, D2 potentiator -5, D1 potentiator -7 and Glioma ERSR ind 1%.
For Cc1csc(=O)n1CC(=O)OCC(=O)Nc1ccc(Cl)cc1F the results were RXFP1 agonist 0.0%, Vif-A3G inh 1%, D1 ag 0, Vif-A3F inh 1%, LDHA inh -10, D1 antag 11, D2 potentiator 1, D1 potentiator 2 and Glioma ERSR ind -1%.
`Cn1[nH]c(CSc2ccc(Cl)cc2)cc1=O` gave RXFP1 agonist -2.1%, Vif-A3G inh 0%, D1 ag 16, Vif-A3F inh 0%, LDHA inh 1, D1 antag 2, D2 potentiator 3, D1 potentiator 0 and Glioma ERSR ind 3%.
`COC(=O)CN1C(c2ccccc2)=Nc2ccc(Cl)cc2C1c1ccccc1` (centres undefined) gave RXFP1 agonist 2.8%, Vif-A3G inh -1%, D1 ag 2, Vif-A3F inh -6%, LDHA inh 0, D1 antag -3, D2 potentiator -24, D1 potentiator -5 and Glioma ERSR ind 0%.
Screening O=C(COC(=O)CNC(=O)c1ccccc1F)Nc1cccc(S(=O)(=O)N2CCCCCC2)c1 returned RXFP1 agonist 1.0%, Vif-A3G inh 1%, D1 ag 6, Vif-A3F inh -4%, LDHA inh -4, D1 antag -9, D2 potentiator -14, D1 potentiator -4 and Glioma ERSR ind -4%.
COc1ccc(Br)cc1/C=N/NC(=O)CNC(=O)C1COc2ccccc2O1 (centres undefined) was read as RXFP1 agonist 0.0%, Vif-A3G inh 0%, D1 ag -1, Vif-A3F inh 1%, LDHA inh -1, D1 antag 5, D2 potentiator -11, D1 potentiator -5 and Glioma ERSR ind -1%.
`Cc1ccc(CN2c3ccccc3S(=O)(=O)c3ccccc32)cc1` gave RXFP1 agonist 0.1%, Vif-A3G inh -1%, D1 ag 15, Vif-A3F inh -1%, LDHA inh 0, D1 antag -3, D1 potentiator -6 and Glioma ERSR ind -4%.
`CCOC(=O)c1ccccc1NC(=O)CSc1nc2c(c(=O)n(C)c(=O)n2C)n1C` gave RXFP1 agonist 0.3%, D1 ag 0, D1 antag 7, D2 potentiator 2 and D1 potentiator -4.
O=C(NCC(=O)N1CCCCCCC1)c1ccc(Cl)cc1 was read as RXFP1 agonist 2.8%, Vif-A3G inh 1%, D1 ag 2, Vif-A3F inh 3%, LDHA inh 2, D1 antag 11, D2 potentiator -11, D1 potentiator -3 and Glioma ERSR ind 4%.

Taken from the entries so far (two entries):
`CCOC(=O)c1ccccc1NC(=O)CSc1nc2c(c(=O)n(C)c(=O)n2C)n1C` gave RXFP1 agonist 0.3%, D1 ag 0, D1 antag 7, D2 potentiator 2 and D1 potentiator -4.
O=C(NCC(=O)N1CCCCCCC1)c1ccc(Cl)cc1 was read as RXFP1 agonist 2.8%, Vif-A3G inh 1%, D1 ag 2, Vif-A3F inh 3%, LDHA inh 2, D1 antag 11, D2 potentiator -11, D1 potentiator -3 and Glioma ERSR ind 4%.
